MrgX1 allo act = human MrgX1 positive allosteric modulation, primary screen. B-score at 10 µM. MrgX1-HEK293, Fluo-4 calcium flux, FDSS; active compounds read high. actives 0.63% (n = 310,000);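 active = plate-corrected calcium response at least 3 library SD above typical, normal starting fluorescence, not activating the receptor alone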;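 also: compound read alongside a low EC10 to EC30 dose of BAM8-22 agonist; peak minus trough fluorescence over baseline measured at the second addition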
Target sequence (Q96LB2 whole entry, looked up): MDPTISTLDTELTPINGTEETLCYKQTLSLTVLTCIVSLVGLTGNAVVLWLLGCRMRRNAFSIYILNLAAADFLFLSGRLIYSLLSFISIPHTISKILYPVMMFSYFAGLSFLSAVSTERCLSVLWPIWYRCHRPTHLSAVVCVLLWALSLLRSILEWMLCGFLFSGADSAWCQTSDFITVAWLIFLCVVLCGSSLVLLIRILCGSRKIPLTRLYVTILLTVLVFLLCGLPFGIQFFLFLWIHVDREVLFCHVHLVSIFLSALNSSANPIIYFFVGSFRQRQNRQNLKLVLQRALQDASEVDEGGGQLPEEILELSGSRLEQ
ANO1 block = inhibitors of mouse TMEM16A calcium-activated chloride channel. Q8BHY3. HEK293 TMEM16A/YFP iodide influx fluorescence, ionomycin. normalized B-score (activity score, 25-100; higher = stronger inhibition) at 10 µM. actives 1.2% (n = 310,000). AID 588511;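 active = ratio plate-corrected score three or more library SD toward inhibition, starting fluorescence score within five deviations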;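 also: score derived from kinetic fluorescence span divided by baseline fluorescence per well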
SKKanGAS inh = SKKanGAS growth inhibition; S. pyogenes SKKanGAS, kanamycin growth, BacTiter-Glo, 6 h; inhibition, % at 7.5 µM; actives 1.3% (n = 300,000); AID 1662;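 active = mean replicate score, as percent of positive control median, at least 50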;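 also: strain carries kanamycin resistance gene driven by streptokinase promoter and grows in 40 µg/ml kanamycin; loss of luminescence reflects streptokinase promoter inhibition or plain growth inhibition; 0% = median of DMSO wells and 100% = positive control at its reference dose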
TRPC6 inh = inhibitors of mouse TRPC6 channel; Q61143; HEK293-TRPC6, membrane potential dye, ACh-evoked depolarization; active compounds read low; B-score at 10 µM; actives 1.1% (n = 310,000); AID 2553;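 active = B-score under library mean minus 3 SD, initial fluorescence not abnormally high, positive integrated signal ratio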;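 also: B-score derived from integrated fluorescence ratio over the kinetic read; more negative B-score means stronger inhibition of depolarization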
RGS4 block = human RGS4 inhibition. B-score at 10 µM. AID 463165. actives 0.45% (n = 310,000). HEK293 M3R/RGS4 inducible, Fluo-4 calcium flux; active compounds read high; triggered by carbachol at its EC20;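 active = B-score, a plate-corrected calcium signal, over three deviations above library mean, with baseline fluorescence within five deviations of library mean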;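 also: RGS4 expression induced by doxycycline in cells with stable M3 receptor; B-score is computed from the integrated fluorescence ratio over baseline after carbachol; higher B-score means a larger calcium signal and so more RGS4 inhibition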
Target sequence (P49798 whole entry, looked up): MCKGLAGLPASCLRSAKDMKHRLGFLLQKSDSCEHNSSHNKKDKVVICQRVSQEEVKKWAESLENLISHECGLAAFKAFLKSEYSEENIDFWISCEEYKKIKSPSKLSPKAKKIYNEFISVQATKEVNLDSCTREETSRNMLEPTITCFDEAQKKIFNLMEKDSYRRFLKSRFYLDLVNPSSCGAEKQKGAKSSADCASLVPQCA
MrgX1 antag = antagonists of human MrgX1 receptor; AID 588676; MRGX1-HEK293 calcium flux, Fluo-4, BAM8-22 antagonism; active compounds read low; B-score at 10 µM; actives 1.3% (n = 310,000);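 active = calcium-response B-score plate-corrected more than 3 library SD below zero, starting fluorescence within 5 deviations, no agonist response on first addition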;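 also: peak minus trough fluorescence over baseline after final BAM8-22 challenge near maximal dose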
ANO1 activ = mouse TMEM16A channel activation, primary screen. actives 0.3% (n = 340,000). HEK293 TMEM16A/YFP-H148Q/I152L, iodide quench fluorescence; active compounds read low. Q8BHY3. B-score at 10 µM. AID 623877;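 active = fluorescence-ratio B-score plate-corrected deviation score at least 3 library SD below zero, with starting fluorescence score within 5 deviations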;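 also: channel opened by trigger with iodide after compound preincubation; score built on the fluorescence ratio of max minus min over baseline; more negative score means more quench and so TMEM16A activation or potentiation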
MrgX1 agonist = activates human MrgX1 receptor signaling; Q96LB2; MrgX1-HEK293 cells, Fluo-4 calcium fluorescence, agonist mode; active compounds read high; B-score at 10 µM; actives 0.44% (n = 310,000); AID 588627;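 active = calcium response B-score plate-corrected fluorescence ratio at least 3 library SD, with starting fluorescence B-score inside 5 SD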
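times = overnight plating, then 30 min 37 °C plus 30 min room-temperature dye loading | assay system = stable human MrgX1 HEK293 cell line | input = fifteen thousand cells per well | signal = kinetic calcium dye fluorescence, Fluo-4 NW | dosing = compound delivered in addition one of three | read-out = B-scored fluorescence response ratio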
RGS4 act = potentiators or activators of RGS4; HEK293 M3R/inducible RGS4, carbachol calcium flux Fluo4; active compounds read low; B-score at 10 µM; actives 0.92% (n = 310,000); AID 463111;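 active = B-score of the integrated calcium signal more than 4 SD below the library mean, with starting fluorescence not abnormally high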;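 also: negative B-score means reduced calcium response which marks RGS4 activation or potentiation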
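Material: Inducible-RGS4 HEK293 cells carrying M3 receptor; also added: carbachol at ECmax as muscarinic agonist stimulus; incubation: compound preincubation 20 min at room temperature before agonist; signal: Fluo4-AM (2 µM) calcium-flux fluorescence, kinetic read; measure: integrated calcium ratio converted to B score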
TRPC6 activator = mouse TRPC6 channel activation; HEK293-TRPC6 membrane potential dye fluorescence; active compounds read high; B-score at 10 µM; actives 0.13% (n = 310,000); AID 2550;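 active = B-score of the integrated fluorescence ratio above library mean plus 3 SD, and starting fluorescence ratio within library mean plus 5 SD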;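 also: higher score means more depolarization so channel activation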
HDAC3 inh = blocks human histone deacetylase 3 | recombinant HDAC3, fluorogenic peptide/trypsin coupled, fluorescence | inhibition, % at 8.3 µM | O15379 | actives 0.15% (n = 320,000); in the data active = inhibition above about 26%, passing the limit was not always enough
Target sequence (O15379 whole entry, looked up): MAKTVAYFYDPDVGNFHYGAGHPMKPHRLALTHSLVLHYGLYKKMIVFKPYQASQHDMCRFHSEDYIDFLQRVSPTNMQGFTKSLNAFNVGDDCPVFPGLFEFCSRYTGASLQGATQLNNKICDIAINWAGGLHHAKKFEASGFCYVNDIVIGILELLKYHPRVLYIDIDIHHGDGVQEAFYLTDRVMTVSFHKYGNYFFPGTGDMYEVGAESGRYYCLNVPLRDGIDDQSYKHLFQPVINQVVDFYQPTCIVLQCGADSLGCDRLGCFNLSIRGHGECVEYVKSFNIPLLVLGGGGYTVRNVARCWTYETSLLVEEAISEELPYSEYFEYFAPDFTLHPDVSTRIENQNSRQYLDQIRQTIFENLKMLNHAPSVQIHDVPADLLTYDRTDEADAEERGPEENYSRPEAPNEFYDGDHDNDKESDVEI
The depositor's hits bear a star; i = inactive; · = not tested or not shown. Compounds were not picked by outcome; 6.7% or so of the library scored in one or more.

SMILES	MrgX1 allo act	ANO1 block	SKKanGAS inh	TRPC6 inh	RGS4 block	MrgX1 antag	ANO1 activ	MrgX1 agonist	RGS4 act	TRPC6 activator	HDAC3 inh
NC(=O)C(=O)N/N=C/c1c[nH]c2ccc(Br)cc12	i	i	-3	i	i	i	i	i	i	i	1
C/C(=N/NC(=O)c1cccc(N2CCCC2=O)c1)c1ccncc1	i	i	-2	i	i	i	i	i	i	i	-5
CCn1c(=O)c(C(=O)NCc2ccc(Cl)cc2)c(O)c2ccccc21	i	i	1	i	i	i	i	i	i	i	2
CCNc1nc(Cl)nc(N(NC(C)=O)C(C)CC)n1 (stereo not drawn)	i	i	-3	i	i	i	i	i	i	i	-1
COc1cc(S(=O)(=O)N2CC(=O)Nc3ccccc32)ccc1NC(C)=O	i	i	1	i	i	i	i	i	i	i	-11
O=S(=O)(NCC(c1cccnc1)N1CCN(c2ccccc2)CC1)c1cccs1 (stereo not drawn)	i	i	2	i	i	i	i	i	i	i	-3
CCn1c(Cc2ccccc2)nnc1SC(C)C(=O)NC1CC1 (stereo not drawn)	i	i	-4	i	i	i	i	i	i	i	-3
CN(N)c1nc(-c2ccccc2)cc(-c2ccccc2)n1	i	i	44	i	i	i	i	i	i	i	-1
COc1cc(/C=N/NC(=O)c2cccc3ccccc23)cc(OC)c1OC	i	i	-5	i	i	i	i	i	i	i	4
CCSC1=N/C(=C\c2ccc(C(=O)O)cc2)C(=O)S1	i	i	-1	i	i	i	i	i	i	i	9
CCN(CC)C(=O)C(=O)c1ccn(-c2c(C)csc2C(=O)OC)c1	i	i	3	i	i	i	i	i	i	i	4
O=C(Nc1c(Cl)cccc1Cl)C1CCC1	i	i	-2	i	i	i	i	i	i	i	-5
Cc1ccc(OCC(=O)NCC(=O)n2nc(C)cc2C)cc1	i	i	2	i	i	i	i	i	i	i	2
CC(=O)NCC(=O)NC1CCCc2c1cnn2-c1ccccc1F (stereo not drawn)	i	i	1	i	i	i	i	i	i	i	-5
COc1ccc(NC(=O)N2CC(C)OC(C)C2)cc1OC (stereo not drawn)	i	i	-9	i	i	i	i	i	i	i	-3
Cc1ccc2[nH]c3c(c2c1)CN(C(=O)CN1CCN(C(=O)c2ccco2)CC1)CC3	i	i	-8	i	i	i	·	i	i	i	3
CC(=Nc1ccccc1)C1=C(O)CCCC1=O	i	i	-5	i	i	i	i	i	i	i	0
CCOC(=O)/C(=N\Nc1cc(Cl)ccc1Cl)N1CCOCC1	i	i	-6	i	i	i	i	i	i	i	7
CCc1cccc(CC)c1N(COC)C(=O)Cn1c(CO)nc2ccccc21	i	i	-8	i	i	i	i	i	i	i	-2
N#C/C(=C\c1ccc(O)c(O)c1)C(=O)Nc1ccccc1	i	i	·	·	·	i	-5.2*	i	·	·	6
COc1ccc(Cc2nc3ccc(C(=O)NCC4COCCO4)cc3o2)cc1 (stereo not drawn)	i	i	0	i	i	i	i	i	i	i	7
CC(C)CNC(=O)CSc1nnc2ccccn12	i	i	-1	i	i	i	i	i	i	i	-4
Cc1ccc(S(=O)(=O)N(CC(=O)N/N=C/c2ccc(F)cc2)c2cccc3cccnc23)cc1	i	i	-1	i	i	i	i	i	i	i	-1
COC(=O)C(NC(=O)c1ccccc1)=C1CCCCC1	i	i	-1	i	i	i	i	i	i	i	4
S=C(NC1CCCCC1)N1CCN(c2ccccn2)CC1	i	i	3	i	i	i	i	i	i	i	16
COc1ccc(C(=O)NCC(C)NC(=O)c2ccc(OC)cc2)cc1 (stereo not drawn)	i	i	-10	i	i	i	i	i	i	i	1
O=C(Nc1nnc(C2=COCCO2)o1)c1ccc(S(=O)(=O)N2CCCC2)cc1	i	i	2	i	i	i	i	i	i	i	·
COc1cc(OC)c(S(=O)(=O)NCc2cccnc2)cc1NC(C)=O	i	i	-3	i	i	i	i	i	i	i	-2
CC(C)(C)OC(=O)NCCCC[C@H](NC(=O)[C@H](Cc1c[nH]c2ccccc12)NC(=O)OCc1ccccc1)C(=O)O	i	i	-1	i	i	i	i	i	i	i	1
CC(C)=CCc1c(O)cc(O)c2c(=O)c(O[C@@H]3O[C@@H](C)[C@H](O)[C@@H](O)[C@H]3O)c(-c3ccc(O)cc3)oc12	i	i	8	i	i	i	i	i	i	i	11
CCC(C)Nc1nc(-c2c[nH]c3ccccc23)cs1 (stereo not drawn)	i	i	23	i	i	i	i	i	i	i	4
O=C(Nc1ccc(Cl)cn1)c1cccc(S(=O)(=O)N2CCCCC2)c1	·	·	18	i	i	·	i	·	i	i	·
CC1=NOC(=O)/C1=C\c1ccc(-c2ccccc2Br)o1	·	·	21	i	i	·	i	·	i	i	·
O=C(Nc1nc2c(Br)cc(Br)cc2c(=O)s1)C1CCC1	i	i	11	i	i	i	i	i	i	i	2
CC(Sc1nnc(-c2ccccc2Br)o1)C(=O)N1CCOCC1 (stereo not drawn)	i	i	47	i	i	i	i	i	i	i	0
Cc1ccc(N(Cc2cc3ccccc3[nH]c2=O)C(=O)c2ccco2)c(C)c1	i	i	0	i	i	i	i	i	i	i	1
CCOC(=O)C1=C(C)Nc2nc(C)nn2C1c1ccc(C)cc1 (stereo not drawn)	i	i	-9	i	i	i	i	i	i	i	4
O=C(CCCN1C(=O)C2CC=CCC2C1=O)Nc1cccc(F)c1 (stereo not drawn)	i	i	-4	i	i	i	i	i	i	i	-3
CC(C)Oc1ccc(CNC(=S)N/N=C/c2ccc([N+](=O)[O-])cc2)cc1	i	i	-2	i	i	i	i	i	i	i	11
CC(=O)N1c2ccc(S(=O)(=O)N3CCC(C(=O)N4CCN(c5cccc(C(F)(F)F)c5)CC4)CC3)cc2CC1C (stereo not drawn)	i	i	14	i	i	i	i	i	i	i	15
Cc1cc(NC(=O)C2CCC2)n(-c2ccccn2)n1	i	i	·	·	·	i	i	i	·	·	-1
COc1ccccc1NS(=O)(=O)c1cccc(NC(=O)Nc2ccc(Cl)cc2)c1	i	i	55*	i	i	i	i	i	i	i	3
CCc1ccccc1-n1c(SCC(=O)N2CCCC2)nc2[nH]ncc2c1=O	i	i	-15	i	i	i	i	i	i	i	-8
Cc1c(C(=O)O)oc2c1/C(=N\O)CCC2	i	i	-3	i	i	i	i	i	i	i	-13
CCOc1ccc(C2CC(=O)NC(SCC(=O)OC)=C2C#N)cc1 (stereo not drawn)	i	i	5	i	i	i	i	i	i	i	11
Cc1ccc(NC(=O)CN(C)C(=O)CCOc2ccccc2C)cc1	i	i	-5	i	i	i	i	i	i	i	-4
Nc1ccc2oc(-c3ccc4nc[nH]c4c3)nc2c1	i	i	14	i	i	i	i	i	i	i	-6
CCN(CC)C(=O)CN(c1cccc([N+](=O)[O-])c1)S(=O)(=O)c1ccccc1	i	i	8	i	i	i	i	i	i	i	-2
CSC1=NCCN1S(=O)(=O)c1ccc(Cl)cc1	i	i	-2	i	i	i	i	i	i	i	-1
Cc1cccc(N(C)S(=O)(=O)c2ccc(-c3cc(C)no3)s2)c1	i	25*	-7	i	i	i	i	i	i	i	2
COc1cccc(NC(=S)N2C3CCCC2CC(NC(=O)C2CC2)C3)c1 (stereo not drawn)	i	i	-15	i	i	i	i	i	i	i	2
COC(=O)c1cc(-c2ccccc2)n[nH]1	i	i	-3	i	i	i	·	i	i	i	-2
Cc1ccc(S(=O)(=O)N2CCC(C(=O)NCCCN3CCCCCC3)CC2)cc1	i	i	4	i	i	i	i	i	i	i	10
COc1ccc2cc(C(=O)C3CCCN(C(=O)c4cnccn4)C3)ccc2c1 (stereo not drawn)	i	i	1	i	i	i	i	i	i	i	-24
CC(=O)Nc1cccc(-c2cc(C)c3cc4c(cc3n2)OCO4)c1	·	·	-5	i	i	·	i	·	i	i	·
CC(=O)c1sc(N/N=C\c2ccc(Br)cc2)nc1C	i	i	-1	i	i	i	i	i	i	i	10
N#CCCSCc1ccc(C(=O)O)o1	i	i	-2	i	i	i	i	i	i	i	4
N#CCc1ccc(C(=O)c2ccccc2F)s1	i	i	6	i	i	i	i	i	i	i	-8
COCCn1c(=NC(=O)C2COc3ccccc3O2)sc2cc(S(N)(=O)=O)ccc21 (stereo not drawn)	i	i	3	i	i	i	i	i	i	i	1
CC(C)NC(=S)N=Nc1c(O)[nH]c2ccc([N+](=O)[O-])cc12	i	i	8	i	i	i	i	i	i	i	2

Continued:
SMILES	MrgX1 allo act	ANO1 block	SKKanGAS inh	TRPC6 inh	RGS4 block	MrgX1 antag	ANO1 activ	MrgX1 agonist	RGS4 act	TRPC6 activator	HDAC3 inh
O=C(OC[C@H]1O[C@@H](OC(=O)c2cc(O)c(O)c(OC(=O)c3cc(O)c(O)c(O)c3)c2)[C@H](OC(=O)c2cc(O)c(O)c(OC(=O)c3cc(O)c(O)c(O)c3)c2)[C@@H](OC(=O)c2cc(O)c(O)c(OC(=O)c3cc(O)c(O)c(O)c3)c2)[C@@H]1OC(=O)c1cc(O)c(O)c(OC(=O)c2cc(O)c(O)c(O)c2)c1)c1cc(O)c(O)c(OC(=O)c2cc(O)c(O)c(O)c2)c1	i	i	·	·	·	i	·	i	·	·	-8
Cc1nn(C)cc1NC(=O)c1cc2nc(-c3ccco3)cc(C(F)(F)F)n2n1	i	i	-2	i	i	i	i	i	i	i	0
Cc1cc(C)c(OCCn2ccnc2)c(C)c1	i	i	-3	i	i	i	i	i	i	i	6
COc1ccc(/C=C2/C(=O)N(c3ccccc3)N=C2C)cc1OC	i	i	0	i	i	i	i	i	i	i	-9
Cc1cccc(NC(=O)CNC(=O)c2cccs2)n1	i	i	-7	i	i	i	i	i	i	i	-9
O=C(Nc1ccccc1Cl)C1CCCN(S(=O)(=O)c2cccc3cccnc23)C1 (stereo not drawn)	i	i	-3	i	i	i	i	i	i	i	3
